Eya2 phos inh: Eya2 (human) phosphatase inhibition; actives 0.006% (n = 330,000); O00167; recombinant Eya2, OMFP fluorescence dephosphorylation (OMFP is methylfluorescein phosphate); AID 488837; Potency, µM (series often up to 76.9 µM), for inactives: top-dose activity, negative = inhibition, most hits filed as inhibitors; further: potency means the concentration at half of the fitted maximal effect
Target sequence (O00167 whole entry, looked up): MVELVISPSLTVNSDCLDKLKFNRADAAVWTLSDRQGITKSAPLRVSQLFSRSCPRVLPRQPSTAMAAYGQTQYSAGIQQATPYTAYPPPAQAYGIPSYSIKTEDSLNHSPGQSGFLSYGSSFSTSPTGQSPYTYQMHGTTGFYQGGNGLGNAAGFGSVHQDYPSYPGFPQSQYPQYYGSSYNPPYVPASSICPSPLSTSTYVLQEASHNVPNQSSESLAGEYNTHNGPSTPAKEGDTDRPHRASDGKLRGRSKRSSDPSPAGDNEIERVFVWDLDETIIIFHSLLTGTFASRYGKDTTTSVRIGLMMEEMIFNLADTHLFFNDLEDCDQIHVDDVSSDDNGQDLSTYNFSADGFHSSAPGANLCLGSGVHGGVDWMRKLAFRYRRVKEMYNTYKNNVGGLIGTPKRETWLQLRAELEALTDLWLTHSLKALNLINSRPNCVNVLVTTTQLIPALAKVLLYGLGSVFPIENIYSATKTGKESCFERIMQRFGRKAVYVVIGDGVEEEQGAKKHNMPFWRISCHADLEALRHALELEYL
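Eya2 protein (added as 0.2 uM solution) was preincubated with compound for 10 min at ambient temperature in 50 mM HEPES pH 7.5, 50 mM NaCl, 5 uM MgCl2, 0.05% BSA, 1 mM DTT. OMFP (added at 50 uM) then reacted 10 min; fluorescence read at 485/525 nm.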
Giardia kill: Giardia lamblia killing; Giardia lamblia trophozoite viability; activity change, % at 7.66 µM, hits read low; actives 0.15% (n = 340,000); AID 540267; in the data active means activity change below about -80%; inconclusive means between about -30% and that limit;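 further: parasites exposed to compound for two days anaerobically before the ATP read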
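Trophozoite viability was measured as ATP-dependent luminescence, read 15-30 min after reagent addition. Before that, parasites at 100 cells/well were exposed to compounds for 48 h, anaerobically, at 37 deg C.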
USP2a block: blocks human ubiquitin-specific protease USP2a | O75604 | USP2 core, Ub-CHOP2 coupled fluorogenic reporter, 485/531 | Potency, µM (doses to about 38.3 µM), inactives show top-dose activity change, negative = inhibition, most hits filed as inhibitors | actives 0.01% (n = 330,000);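 further: potency means the concentration at half of the fitted maximal effect; plate controls were DMSO wells for no effect and full inhibition by NEM control for full effect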
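Cell-free coupled assay: 10nM USP2 core preincubated 30min RT with compound in Tris-HCl pH 8.0/CaCl2/CHAPS buffer, then 25nM Ub-CHOP2 and 25nM reporter substrate; fluorescence (Ex 485/Em 531) read after 60min RT, normalized to NEM inhibition, concentration-response curves fitted.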
KCNH2 3.1 block: KCNH2 3.1 (human) potassium channel inhibition; U2OS KCNH2 3.1, thallium flux FluxOr; active compounds read low; activity change, % (tested at about 1.8 µM); actives 0.95% (n = 340,000);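 active means maximum activity change below -70%; inconclusive means maximum activity change from -70% to -50%; inactive means maximum activity change above -50%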;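 further: thallium influx rate constant from kinetic fluorescence after stimulation buffer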
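Thallium flux via FluxOr fluorescence (Red40 quencher, 45 min loading) in U2OS cells virally expressing the KCNH2 3.1 isoform (1.77 x 10^8 /mL virus, overnight at 37 C). Rate constants from 2-min kinetic reads post-stimulation, normalised to positive and negative controls.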
PKM2 activator: activators of human pyruvate kinase M2; purified PKM2, Kinase-Glo ATP luminescence, activation; response scale: 0% is enzyme alone, no compound; P14618; actives 0.34% (n = 260,000); Potency, µM (doses to about 57.5 µM), for the others: at the highest dose activation, actives largely listed as activators; further: potency means the concentration at half of the fitted maximal effect; nearly all actives have a fitted effect of over 55% in size
Target sequence (P14618 whole entry, looked up): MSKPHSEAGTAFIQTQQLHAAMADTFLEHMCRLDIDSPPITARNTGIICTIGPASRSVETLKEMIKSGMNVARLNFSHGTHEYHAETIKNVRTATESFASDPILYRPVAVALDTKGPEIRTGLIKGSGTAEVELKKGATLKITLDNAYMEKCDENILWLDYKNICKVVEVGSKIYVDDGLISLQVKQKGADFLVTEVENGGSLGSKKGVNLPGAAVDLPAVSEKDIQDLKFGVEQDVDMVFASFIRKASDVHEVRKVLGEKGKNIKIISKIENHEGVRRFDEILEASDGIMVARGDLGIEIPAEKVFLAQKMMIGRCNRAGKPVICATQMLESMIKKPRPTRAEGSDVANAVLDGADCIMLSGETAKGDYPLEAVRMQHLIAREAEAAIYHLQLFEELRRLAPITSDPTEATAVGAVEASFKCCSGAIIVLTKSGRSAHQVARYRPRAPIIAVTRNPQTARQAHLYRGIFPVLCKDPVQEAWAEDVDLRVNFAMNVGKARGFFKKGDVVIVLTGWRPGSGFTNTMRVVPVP
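hPK-M2, >95% pure; 0.1 mM ADP / 0.5 mM PEP final; imidazole pH7.2 buffer w/ 7 mM MgCl2, 50 mM KCl; 1 h RT; Kinase-Glo lum. Intermediate enzyme activity for dual inhibitor/activator qHTS.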
uPA surface inh: cell surface uPA generation inhibition; cell surface uPA generation assay, qHTS; Potency, µM (series often up to 38.3 µM), for the others: at the highest dose activity change, negative = inhibition, usual class: inhibitors; actives 0.31% (n = 330,000); AID 540303; active means well fitted inhibition curve with a large enough effect; inconclusive means small, poorly fitted or top-dose-only effect; inactive means no such curve, though single readings can be large or run the other way; tested in mouse RAW 264.7 cells; further: potency means the concentration at half of the fitted maximal effect; nearly all actives have a fitted effect of over 55% in size
hERG WT inh: KCNH2 (human, wildtype) channel inhibition; U2OS, BacMam KCNH2, thallium flux FluxOr; active compounds read low; actives 0.37% (n = 340,000); activity change, % at 1.84 µM; Q12809;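 active means maximum activity change below -70%; inconclusive means maximum activity change between -70% and -50%; inactive means maximum activity change above -50%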
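U2OS cells transduced with wild-type KCNH2 virus are loaded with FluxOr dye for 45 min, and thallium flux is measured in kinetic reads before and after stimulation buffer. Rate constants are normalized to DMSO controls.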
Coupling enz: inhibits coupling enzyme system, counter-screen for aldolase hits. coupling enzyme system counterscreen, AmpLite Red fluorescence. activity change, negative = inhibition, % at 58.2 µM, hits read low. actives 0.67% (n = 290,000). AID 2472; in the data active means activity change below about -30%
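Compounds tested against the coupling enzymes alone at 57.5 uM final; readout was AmpLite Red fluorescence (525/598 nm) after 20 min at RT.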
B2AR arrestin: beta2AR (human) beta-arrestin recruitment activity. P07550. beta-arrestin recruitment to beta2AR, cell-based reporter. Potency, µM (top dose mostly 46.1 µM), for inactives: at the highest dose activation, hits mostly activators. actives 0.02% (n = 330,000);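 further: potency means the concentration at half of the fitted maximal effect; 0% = DMSO controls and full agonism = EC100 isoproterenol or metaproterenol; nearly all actives have a fitted effect of over 65% in size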
BCR signal inh: chronic active BCR signaling inhibition; ABC-DLBCL IkBa-CBG/CBR reporter, luminescence ratio, 4 h; Potency, µM (series often up to 46.1 µM), for inactives: at the top dose ratio change, negative = lower green/red ratio, most hits filed as inhibitors; actives 0.05% (n = 340,000); AID 493014; active means well fitted inhibition curve with a large enough effect in the signal ratio, with a control signal flat, not every such curve was filed as active; inconclusive means small, poorly fitted or top-dose-only effect, or effect the other way, or a change in a side signal; the % refers to the signal ratio;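 further: potency means the concentration at half of the fitted maximal effect; plate controls were basal doxycycline-induced cells for no effect and cells given 10 µM MG132 for full effect; MG132 reads +100%, hits lower the ratio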
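TMD8 human ABC-DLBCL cells with doxycycline-inducible IκBα–green luciferase fusion and unfused red luciferase, in 0.5% FBS medium; compounds up to 46 uM, 4 h at 37C. Green/red luminescence ratio, filter-overlap corrected, fitted to concentration-response curves.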
GALK inh: inhibitors of human galactokinase. actives 0.007% (n = 270,000). Purified GALK, Kinase-Glo residual ATP luminescence. Potency, µM (series often up to 57.5 µM), without a hit: at the top dose activity change, negative = inhibition, actives largely listed as inhibitors. P51570; further: potency means the concentration at half of the fitted maximal effect
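Compounds were pin-transferred into ATP buffer (35 uM final), then GALK plus galactose (5 nM, 100 uM final) was added. After 1 h at room temperature, Kinase-Glo Plus was added and luminescence read after 10 min.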
Starred values were filed as active, the others as inactive; ? = inconclusive; . = not tested or not shown. Unless noted, the call rests on the fitted dose curve; in most records, active means well fitted curve in the direction sought with a large enough effect; inconclusive means small, poorly fitted or top-dose-only effect, or another doubt; inactive means no such curve, though single readings can be large; an effect the other way counts as inactive or inconclusive. Unless noted, on the % scale 0 is the no-effect control and ±100 the full control effect.

The line under a structure holds: B2AR arrestin	KCNH2 3.1 block	Coupling enz	USP2a block	hERG WT inh	uPA surface inh	Eya2 phos inh	PKM2 activator	GALK inh	Giardia kill	BCR signal inh
> CCC(CNc1cc(OC)cc2cccnc12)NC1CCCCC1 (configuration not stated)
 : -0.2%	-8	-29	2%	4	11%	6%	9%	?	-1	?
> O=C(NNC1=NS(=O)(=O)c2ccccc21)C1CC(=O)N(c2ccccc2)C1 (configuration not stated)
 : 0.0%	.	8	5%	-2	6%	-1%	-2%	0%	4	9%
> Cc1cccc(NC(=O)CNC(=O)c2ccccc2Cl)n1
 : -0.8%	-7	-1	0%	2	5%	-7%	4%	-3%	12	?
> CCc1c(C)sc(NC(=S)Nc2cccnc2)c1C(=O)OC
 : 0.3%	-7	-9	1%	1	.	4%	10%	0%	-7	?
> Cn1nnc(C(O)CNCc2cccs2)n1 (configuration not stated)
 : -0.2%	-2	0	-1%	20	.	-1%	-2%	-1%	-1	-3%
> CCOc1cc(N2CCOCC2)c(OCC)cc1NC(=O)c1nc2nccc(C)n2n1
 : -1.6%	.	2	3%	.	.	-3%	2%	3%	.	1%
> Cn1c(=O)[nH]c(=O)c2c1nc(Br)n2CC(O)COc1ccc(Cl)cc1 (configuration not stated)
 : -0.2%	6	0	0%	.	?	-2%	8%	-1%	3	-4%
> Cc1cc(NS(=O)(=O)N(C)C)ccc1C(C)C
 : 0.1%	.	1	3%	1	2%	12%	1%	0%	-11	3%
> O=C(NNC(=O)c1sc2cccc(Cl)c2c1Cl)Nc1ccccc1
 : 0.1%	-8	4	1%	1	8%	-4%	4%	1%	11	3%
> Cc1ccc(C(=O)O/N=C2\CCCc3ccccc32)cc1
 : -0.3%	12	-3	0%	-6	1%	-13%	-16%	2%	-8	-1%
> NC(=O)[C@@H]1CCNc2c(I)cc([N+](=O)[O-])cc2C(=O)N[C@@H](CCC(=O)O)C(=O)N[C@@H](CO)C(=O)N1
 : -1.0%	9	-4	-1%	10	11%	7%	-1%	.	-2	2%
> Cc1ccc(S(=O)(=O)N2CCCCC2)cc1NC(=O)C1CC(=O)N(c2ccc3c(c2)OCCO3)C1 (configuration not stated)
 : 0.0%	-6	.	2%	16	-2%	26%	.	.	5	0%
> CC(=O)NC(=S)Nc1ccc(S(=O)(=O)Nc2nc(C)cc(C)n2)cc1
 : 0.1%	4	0	0%	0	3%	-14%	0%	-1%	11	2%
> CCN(CC)C(=O)COc1ccc(-c2nnc(Nc3ccc(OC)c(C(=O)NC)c3)c3ccccc23)cc1
 : 0.2%	2	1	0%	3	5%	-11%	14%	1%	5	?
> Oc1ccc(/C=N/N2CCCCC2)cc1O
 : -1.1%	-19	-7	1%	-9	-18%	12%	.	-1%	28	?

Single records (already shown):
CCc1c(C)sc(NC(=S)Nc2cccnc2)c1C(=O)OC as listed: B2AR arrestin = 0.3%; KCNH2 3.1 block = -7; Coupling enz = -9; USP2a block = 1%; hERG WT inh = 1; uPA surface inh = .; Eya2 phos inh = 4%; PKM2 activator = 10%; GALK inh = 0%; Giardia kill = -7; BCR signal inh = ?
CC(=O)NC(=S)Nc1ccc(S(=O)(=O)Nc2nc(C)cc(C)n2)cc1 as listed: B2AR arrestin = 0.1%; KCNH2 3.1 block = 4; Coupling enz = 0; USP2a block = 0%; hERG WT inh = 0; uPA surface inh = 3%; Eya2 phos inh = -14%; PKM2 activator = 0%; GALK inh = -1%; Giardia kill = 11; BCR signal inh = 2%

(cont.)
The line under a structure holds: B2AR arrestin	KCNH2 3.1 block	Coupling enz	USP2a block	hERG WT inh	uPA surface inh	Eya2 phos inh	PKM2 activator	GALK inh	Giardia kill	BCR signal inh
> Cc1ccc(C(=O)CSc2ccc(-c3ccccc3)nn2)cc1
 : -0.6%	-10	-2	1%	-15	-3%	-3%	-15%	0%	3	-2%
> COc1ccc(Cn2c(C(F)(F)F)ccc(C(N)=O)c2=O)cc1
 : -0.4%	-4	2	0%	-5	2%	2%	0%	8%	3	?
> CC1(C)Cc2c(cnn2-c2cccc(F)c2)C(NC(=O)c2cc[n+]([O-])cc2)C1 (configuration not stated)
 : -0.9%	-3	1	-3%	22	6%	-4%	1%	6%	17	10%
> COc1ccc(-n2c(=S)[nH]c3sc4c(c3c2=O)CCN(C)C4)cc1
 : 0.3%	.	-2	0%	.	.	16%	3%	-1%	.	0%
> COc1cc2nc(C3CCC3)n(NC(=O)C(OC(C)=O)c3ccccc3)c(=O)c2cc1OC (configuration not stated)
 : -0.4%	-26	2	3%	-12	.	1%	-3%	7%	-16	2%
> CN1CCC(=O)N([C@H](CO)c2ccccc2)CC1
 : 0.5%	17	2	4%	14	-5%	11%	-4%	.	4	-1%
> Cc1cc(C)cc(Oc2nc(-c3ccccc3)cc(C)c2S(C)(=O)=O)c1
 : -0.3%	12	0	4%	-1	-1%	0%	-17%	0%	11	?
> CCOc1cccc2sc(N(CCN(C)C)C(=O)c3ccc4ccccc4c3)nc12
 : 0.2%	-17	1	3%	10	-4%	?	.	1%	10	-10%
> COc1ccc(/C=N/n2cnc3c([nH]c4ccccc43)c2=O)cc1CO
 : -0.1%	-12	0	0%	-2	-4%	18%	1%	.	-15	1%
> O=C(c1cc(-c2ccncc2)nc2ccccc12)N1CCN(Cc2ccccc2)CC1
 : -0.1%	3	.	-1%	27	-1%	-22%	.	.	-4	-4%
> O=C(COc1ccccc1F)NNC(=O)Cc1ccc(S(=O)(=O)N2CCOCC2)s1
 : 0.0%	12	.	4%	-1	-5%	-12%	.	.	-28	3%
> C#CCOCCOCCOCCNc1nc(N2CCN(C(=O)CCCCCCCCCCNC(=O)[C@H](CCC(=O)O)n3cc(CCCCCN)nn3)CC2)nc(N2CCN(C(=O)CCCCCCCCCCNC(=O)[C@@H]([C@H](C)O)n3cc(C)nn3)CC2)n1
 : -0.6%	5	.	-8%	-16	5%	-18%	.	.	8	-9%
> CCOC(=O)C1CCCN(C(=S)NC(=O)/C=C/c2ccc(F)cc2)C1 (configuration not stated)
 : 0.7%	-20	-1	3%	15	11%	-12%	.	-1%	-8	?
> COc1ccc(NC(=S)NCCN2CCC(C)CC2)cc1
 : -0.1%	4	0	3%	-6	?	-10%	-1%	1%	8	-1%
> COc1cc(C(=O)NCc2ccc(S(N)(=O)=O)cc2)ccc1OCC(=O)N1CCOCC1
 : 0.0%	13	.	-6%	5	1%	-1%	.	.	-11	0%

Individual results from the results shown:
In B2AR arrestin, `COc1ccc(NC(=S)NCCN2CCC(C)CC2)cc1` is entered as -0.1%
In B2AR arrestin, `COc1cc(C(=O)NCc2ccc(S(N)(=O)=O)cc2)ccc1OCC(=O)N1CCOCC1` is entered as 0.0%

Further records
The line under a structure holds: B2AR arrestin	KCNH2 3.1 block	Coupling enz	USP2a block	hERG WT inh	uPA surface inh	Eya2 phos inh	PKM2 activator	GALK inh	Giardia kill	BCR signal inh
> CCOc1ccc(OCc2ccc(C(=O)N3N=C(C(F)F)CC3(O)C(F)F)o2)cc1 (configuration not stated)
 : 0.4%	18	2	0%	14	.	11%	-1%	-3%	25	?
> Cc1ccccc1-n1c(C)cc(/C=N/NC(=O)c2ccc(CN3CCOCC3)cc2)c1C
 : -1.8%	-5	2	-1%	10	.	5%	11%	-7%	-5	0%
> CCN(CC)CCN(C(=O)c1ccc(S(=O)(=O)N2CCOCC2)cc1)c1nc2cc3c(cc2s1)OCCO3
 : -0.4%	-14	.	-1%	-6	-3%	6%	-1%	-6%	13	-9%
> CCC(=O)c1ccc(OCC(=O)OCC(=O)Nc2ccc(C)c(S(=O)(=O)N3CCCCC3)c2)cc1
 : -0.2%	11	.	0%	-8	10%	-2%	.	.	-1	1%
> CC(=O)c1ccc(S(=O)(=O)N2CCNCC2)cc1
 : 0.2%	-7	0	0%	-6	3%	-16%	-4%	2%	-21	2%
> CCOc1ccc(N2C(=O)CN=C2Nc2ccccc2F)cc1
 : -0.5%	-10	0	2%	1	0%	28%	-4%	-2%	-9	-2%

An unsorted share of the library; overall some 2.4% were active at least once.
